# V1R ag counter = counter-screen for oxytocin receptor agonists: human V1a receptor agonists. 320,000 compounds, 0.25% hits. CHO-V1R cells, Fluo-8 calcium fluorescence, agonist mode; 0% DMSO, 100% 3 nM vasopressin. P37288. activation, % at 3 µM;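 active = activation above the mean activation of all tested compounds plus 3 SD, per screening run, cut at about 20% in these data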;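 also: signal is peak over basal fluorescence ratio across a 100 second FLIPR read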
# Target sequence (P37288 whole entry, looked up): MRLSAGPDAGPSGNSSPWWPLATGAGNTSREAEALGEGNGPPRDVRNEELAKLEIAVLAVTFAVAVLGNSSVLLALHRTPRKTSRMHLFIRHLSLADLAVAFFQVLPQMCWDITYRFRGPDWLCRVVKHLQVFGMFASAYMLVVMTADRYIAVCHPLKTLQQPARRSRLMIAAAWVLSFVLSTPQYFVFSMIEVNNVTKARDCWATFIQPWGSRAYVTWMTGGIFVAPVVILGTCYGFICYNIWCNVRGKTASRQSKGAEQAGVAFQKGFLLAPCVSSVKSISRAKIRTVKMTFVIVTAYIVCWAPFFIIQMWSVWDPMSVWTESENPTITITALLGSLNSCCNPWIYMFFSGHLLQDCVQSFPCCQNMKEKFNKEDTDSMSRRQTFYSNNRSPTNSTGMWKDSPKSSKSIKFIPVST
# DNA FID counter = counter-screen for HCV NS3 helicase inhibitors: DNA intercalator displacement. DNA fluorescent intercalator displacement, fluorescence. inhibition, % at 7.9 µM. 290,000 compounds, 0.17% hits. AID 1845; in the data active = inhibition above about 37%;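 also: 0% = vehicle and 100% = reference compound; higher means more ethidium bromide displaced from hairpin DNA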
# GalR3 antagonist = blocks the human galanin receptor 3; 360,000 compounds, 0.44% hits; HEK293 GalR3-CNG cAMP membrane potential fluorescence; galR3 body fused to GalR1 C-terminus; inhibition, % at 3 µM; AID 651719; O60755;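 active = inhibition above the screen-wide average plus 3 SD, cut at about 13% in these data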;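 also: forskolin and galanin both at EC90 stimulate the cells; cAMP rise reported by CNG channel membrane potential dye signal; 0% = forskolin plus galanin with DMSO and 100% = forskolin alone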
# Target sequence (O60755 1-299 limits assumed): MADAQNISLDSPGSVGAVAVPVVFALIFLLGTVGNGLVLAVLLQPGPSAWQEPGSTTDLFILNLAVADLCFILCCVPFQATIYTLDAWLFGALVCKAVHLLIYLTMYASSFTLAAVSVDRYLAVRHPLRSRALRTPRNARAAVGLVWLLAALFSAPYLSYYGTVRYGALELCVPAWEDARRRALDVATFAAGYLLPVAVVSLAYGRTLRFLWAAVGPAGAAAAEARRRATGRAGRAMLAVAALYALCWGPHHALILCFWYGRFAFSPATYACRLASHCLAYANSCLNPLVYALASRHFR
# PHOSPHO1 block = PHOSPHO1 (human) inhibition | 290,000 compounds, 1.1% hits | recombinant PHOSPHO1, absorbance phosphatase assay | Q8TCT1 | inhibition, % at 13.3 µM; in the data active = inhibition above about 60%
# IMP-1 inh = blocks Pseudomonas aeruginosa IMP-1 metallo-beta-lactamase. purified IMP-1, nitrocefin hydrolysis, epi-absorbance fluorescence. inhibition, % at 5.6 µM. 290,000 compounds, 0.45% hits;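 active = inhibition above the mean plus 3 SD of all compounds in the same screening run, cut at about 4.5% in these data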;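 also: 0% = IMP-1 with DMSO and 100% = DMSO wells lacking enzyme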
#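 Test system: recombinant IMP-1 enzyme, purified / Medium: HEPES buffer pH 7.1 with ZnSO4 and Brij 35 / Doses: single dose, 5.6 µM / Times: 25 °C, 15 min preincubation, 25 min reaction / Detection: Epi-absorbance via hydrolysed-nitrocefin quenching of white-plate fluorescence, 480/530 nm, EDTA stop / Evaluation: percent inhibition from optical density relative to buffer-blank wells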
# GPR7 antagonist = antagonists of human GPR7 (neuropeptides B/W receptor 1). 290,000 compounds, 1.1% hits. P48145. GPR7-expressing cells, fluorescence antagonist assay. inhibition, % at 4.4 µM; in the data active = inhibition above about 16%, passing the limit was not always enough;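 also: cells stimulated with the agonist NPW; 0% = agonist with vehicle and 100% = vehicle without agonist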
# Target sequence (P48145 whole entry, looked up): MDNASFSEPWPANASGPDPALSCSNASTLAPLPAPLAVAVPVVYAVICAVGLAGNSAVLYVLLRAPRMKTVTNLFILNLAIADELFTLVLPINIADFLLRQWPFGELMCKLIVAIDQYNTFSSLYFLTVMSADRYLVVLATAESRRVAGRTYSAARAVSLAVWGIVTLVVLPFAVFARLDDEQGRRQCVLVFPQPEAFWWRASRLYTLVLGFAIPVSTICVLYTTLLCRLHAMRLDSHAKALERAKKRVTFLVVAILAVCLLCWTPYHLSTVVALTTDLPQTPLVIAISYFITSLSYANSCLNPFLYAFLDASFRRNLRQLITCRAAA
# VIM-2 inh = blocks Pseudomonas aeruginosa VIM-2 metallo-beta-lactamase; purified VIM-2, nitrocefin hydrolysis, epi-absorbance fluorescence; inhibition, % at 5.6 µM; 290,000 compounds, 0.89% hits; AID 1527;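 active = inhibition above the mean of all tested compounds plus 3 SD, cutoff set per screening run, cut at about 7.5% in these data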;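 also: red hydrolysis product quenches plate fluorescence so inhibitors raise well fluorescence; 0% = enzyme with DMSO and 100% = DMSO without enzyme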
# HCV NS3 hel inh = inhibitors of Hepatitis C virus NS3 helicase; inhibition, % at 10.9 µM; NS3 helicase DNA unwinding, Cy5 molecular beacon fluorescence; 290,000 compounds, 0.56% hits; AID 1800;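 active = inhibition above the mean of all tested compounds plus 3 SD, set per campaign, cut at about 35% in these data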;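 also: 0% = DMSO wells and 100% = thioflavine S control wells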
#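 System: Hepatitis C virus NS3 helicase domain fragment enzyme | Reagent: Annealed dual-labelled DNA beacon duplex, ATP-started | Compound dosing: 10.9 µM single point, 0.8% DMSO | Incubation: 1 h reaction at 25 °C, ATP-initiated | Technique: Cy5 fluorescence | Evaluation: Percent inhibition from t60/t0 fluorescence ratio | Benchmarks: Low DMSO, high thioflavine S at 110 µM | Replication: Singlicate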
# OXTR agonist = activates the human oxytocin receptor | activation, % at 3 µM | P30559 | 320,000 compounds, 0.32% hits | CHO-OTR cells, Fluo-8 calcium fluorescence; normalized: DMSO 0%, oxytocin 100%;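 active = activation above the mean of all tested compounds plus 3 SD, cutoff set per screening run, cut at about 20% in these data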;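 also: peak over basal fluorescence ratio from a 100 s FLIPR kinetic read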
# Starred values were filed as active, the others as inactive; nt = not tested or not shown.
# Results follow in this order: V1R ag counter, DNA FID counter, GalR3 antagonist, PHOSPHO1 block, IMP-1 inh, GPR7 antagonist, VIM-2 inh, HCV NS3 hel inh, OXTR agonist
> COc1cccc(NC(=S)N(CCC(C)C)C(C)c2ccncc2)c1 (stereo unspecified)
  -0.3, -11, -12, 7, -1.0, 11, -1.8, -5, 0.2
> Cc1cc(C)cc(NC(=O)c2cccc(C(=O)Nc3cc(C)cc(C)c3)n2)c1
  -0.4, -9, -8, 3, -2.7, -20, -3.1, -17, -1.7
> CCOP(=O)(OCC)C(Nc1ccccc1)c1ccccc1C(F)(F)F (stereo unspecified)
  -0.4, -30, -5, 36, -2.5, 9, -3.0, 6, -2.7
> COCCNC(=O)C1CCCN(S(=O)(=O)c2c(C)noc2/C=C/c2cccs2)C1 (stereo unspecified)
  2.4, -20, 1, 3, -0.8, -9, -0.7, -16, -0.6
> O=C(NC1CCCC1)c1cc(-c2cccc(Cl)c2)on1
  -0.2, -30, -9, 20, -1.4, 3, -0.1, 7, -0.6
> CN(C)C(CNC(=O)c1c(F)cccc1Cl)c1ccco1 (stereo unspecified)
  1.4, -1, -7, 24, -3.0, -14, -2.3, 7, 1.4
> O=C(CN1CCC(C(O)(c2ccccc2)c2ccccc2)CC1)Nc1cc(Cl)ccc1Cl
  0.9, 3, 1, 0, 1.1, 6, -1.2, 20, -1.3
> O=C(N/N=C/c1ccc([N+](=O)[O-])cc1)c1ccc(COc2ccccc2-c2ccccc2)cc1
  0.1, -1, -7, 29, -0.1, -7, 0.0, 4, 0.2
> O=C(Cc1ccc(S(=O)(=O)N2CCCCC2)s1)Nc1ccc(F)c(F)c1
  7.3, -5, -3, 19, -0.7, 21, 0.5, -5, 11
> CCc1cccc2c(SCC(=O)NCC3CCCO3)nc(-c3ccc(F)cc3)nc12 (stereo unspecified)
  0.3, -5, -1, 26, -3.5, -19, -3.2, -1, -0.4
> CC1CCC(NC(=O)CN2C(=O)COc3ccc(S(=O)(=O)N4CCCC4)cc32)CC1 (stereo unspecified)
  -1.6, -10, nt, 4, -1.4, -11, -1.0, -7, -2.8
> CN(C(=O)c1cnccn1)c1nnc(-c2cnccn2)s1
  0.6, 4, 1, 5, -3.1, 13, -2.2, 6, 0.5
> COc1ccc(OC)c(CN2CCCC(CO)C2)c1 (stereo unspecified)
  0.3, 1, 3, 20, -4.7, 1, -3.0, -1, -0.4
> CC1CN(C(=O)CCC(=O)NCc2ccc(F)cc2)c2ccccc2S1 (stereo unspecified)
  1.6, -37, nt, -52, 0.2, 28*, 2.2, 11, 0.4
> O=c1c2c3c(sc2n2c(=S)[nH]nc2n1-c1ccccc1)CCC3
  -0.6, -6, -4, -59, -1.2, -1, 1.7, -9, -0.1
> CSc1nc(C)cc(-n2cc(F)c(=O)[nH]c2=O)n1
  0.6, 2, 0, -2, -4.2, -7, -0.8, -2, -0.7
> COc1ccc(Nc2nc(NN)nc(C)c2[N+](=O)[O-])cc1
  -1.5, 3, -4, 47, -2.9, -4, -5.6, 1, -2.2
> O=C1NC[C@@H](Cc2cccc3ccccc23)N(CCc2cc(C(F)(F)F)cc(C(F)(F)F)c2)C1=O
  0.8, nt, -7, 30, nt, nt, nt, nt, -0.6
> COc1ccc(NC(=O)CCSc2ccc(C)cc2)cc1S(=O)(=O)Nc1ccccc1Cl
  2.8, -5, -8, 1, -3.8, -5, -4.9, -11, 0.2
> COc1cccc(/C=N/NC(=O)c2cnccn2)c1OC
  0.8, -4, -2, 16, -0.5, -5, -4.0, 8, 0.3
> COc1ccc(OC)c(Nc2ncnc3sc(-c4ccccc4)cc23)c1
  0.4, -3, -5, -12, -1.5, -4, -2.9, 6, -2.2
> O=C(O)c1ccccc1-c1ccccc1C(=O)Nc1cccc(O)c1
  1.2, 5, -4, 18, -2.7, -1, -6.0, 0, 0.0
> CCCCCN(C(=O)CN(C)Cc1ccc(OC)cc1OC)c1c(N)n(CCCC)c(=O)[nH]c1=O
  -0.7, 29, -4, 13, 1.3, 14, 0.5, -2, -0.2
> COc1ccc2c(=O)c(-c3nc(C)cs3)coc2c1
  -0.6, -4, 1, 20, 0.0, -13, -3.1, -1, -1.6
> Cc1nn(C)c(Cl)c1S(=O)(=O)N1CCC(CO)(CCc2ccccc2)CC1
  -0.8, -20, -10, 30, -1.7, -8, -3.6, -2, 1.4
> O=C(N/N=C\c1ccc(F)cc1)c1csnn1
  -0.3, nt, -3, 58, nt, nt, nt, nt, -0.4
> O=C(NCC(=O)N1CCN(C(=O)c2ccco2)CC1)c1ccccc1
  -0.3, -4, 0, 13, -2.8, -17, -0.8, -5, -0.6
> CC(NC(=O)NC(=O)c1cccc(Cl)c1)c1ccccc1 (stereo unspecified)
  3.1, -23, 0, 13, -1.8, -3, -1.4, 7, 1.9
> O=C(Nc1ccccc1C(=O)N1CCCCC1)c1ccc(Cl)cc1Cl
  -0.1, -20, -9, 37, -2.4, -2, -3.7, 17, -0.2
> COc1ccc(C(=O)NNC(=O)C(=O)/C=C(\O)c2ccc(C)cc2)cc1
  1.8, -20, -3, 14, -3.4, 8, -2.2, 19, -0.5
> COC(=O)CSc1cc([N+](=O)[O-])cc2c1c(C1OCCO1)nn2-c1ccccc1
  -0.6, 1, -8, -5, -2.2, -2, -4.9, 1, -0.9
> N#Cc1ccc(OCC(=O)N/N=C/C2CC=CCC2)cc1 (stereo unspecified)
  -0.8, -5, -3, 36, -1.6, -18, -5.6, -13, -0.6
> C=CCn1c(=S)[nH]c2cc(C(=O)Nc3ccc(F)cc3)ccc2c1=O
  13, -17, -7, -5, -3.4, 3, -3.2, 31, 16
> COc1ccc(N2CCN(c3oc(COc4ccccc4)nc3C#N)CC2)cc1
  -0.3, -15, -7, 6, -2.8, 44*, -3.1, -11, -0.4
> Nc1nsc2ccccc12
  1.2, 5, -9, 46, -2.0, 1, -1.3, -1, 0.9
> Cc1ccc(C(=O)N[C@H](C(=O)OCC(=O)c2ccc[nH]2)C(C)C)cc1
  -1.0, -10, -2, 2, -1.8, 10, -1.1, -1, -1.2
> COc1ccccc1Nc1nc(NCC2CCCO2)c2ccccc2n1 (stereo unspecified)
  -0.8, 17, -8, 41, -1.8, -14, -1.7, -11, -2.9
> O=C(Cc1c[nH]c2ccccc12)N[C@@H](Cc1c[nH]c2ccccc12)C(=O)O
  0.3, -16, -8, 20, -3.4, -17, -1.7, 8, 0.6
> CCOc1ccc(Nc2nc(Nc3ccc(O)cc3)nc(C)c2[N+](=O)[O-])cc1
  -1.6, 6, -5, -9, -1.2, -21, -0.1, -11, -2.2
> CCOC(=O)c1[nH]c2cc(OC)c(OC)cc2c1NC(=O)CN1CCN(C)CC1
  nt, 8, nt, -23, -4.6, -12, -0.1, 5, nt
> CCC(CC)c1nnc(NC(=O)CCc2ccccc2)s1
  -1.0, -25, -9, nt, -2.4, -3, -1.5, 1, -2.0
> CCCCNC(=O)CSc1nc(N)c(C(=O)Nc2ccc(OC)cc2)s1
  0.1, -12, -6, 17, -3.0, -9, -2.2, -1, -1.2
> Cc1cc(Cl)ccc1OCC(=O)Nc1cccnc1
  3.5, -9, -6, 22, -2.1, -4, -3.7, 6, 4.2
> COc1ccccc1OCc1nc(C#N)c(NCCCn2ccnc2)o1
  -0.1, 7, -2, 11, -2.0, -4, -3.3, 6, 0.7
> CC(NC(=O)COC(=O)/C(=C/c1cccs1)c1cccs1)c1ccccc1 (stereo unspecified)
  -0.1, -29, -5, 2, -1.6, 8, -1.2, 6, -1.4
> O=C(NNC(=O)c1cccs1)c1ccc(F)cc1
  0.6, -5, -3, 4, -2.8, 8, -1.2, -2, 0.4
> CCCCCCNc1c(C(=O)OCC)c(=O)[nH]c2ccccc12
  2.5, -30, 0, 15, -0.6, 5, -2.9, -1, 0.2
> Cn1nc(C(F)(F)F)c(C#N)c1N1CCN(c2ccccn2)CC1
  1.9, -9, -4, 32, -1.0, 3, 1.0, -2, -1.1
> COc1ccc(CC2(CO)CCN(Cc3cccnc3)CC2)cc1
  -0.8, 6, -2, 20, -1.9, -4, -1.7, 0, 1.1
> CNC(=S)N1CCN(c2c(F)cc3c(=O)c(C(=O)O)cn(C4CC4)c3c2OC)CC1C (stereo unspecified)
  0.9, -6, -2, -7, -1.6, 7, -1.4, -3, 0.1

# Other results follow:
# Results follow in this order: V1R ag counter, DNA FID counter, GalR3 antagonist, PHOSPHO1 block, IMP-1 inh, GPR7 antagonist, VIM-2 inh, HCV NS3 hel inh, OXTR agonist
> COc1cccc(/C=N/NC(=O)CSc2cccc3cccnc23)c1
  3.1, -22, -5, 17, -2.5, 14, 0.5, -9, 0.4
> CC(C)CCn1c(=O)c2ccccc2n2c(CCC(=O)NC3CCN(Cc4ccccc4)CC3)nnc12
  -1.6, 18, 0, 24, -3.5, -13, 3.9, -11, -2.5
> O=C(O)c1cc(N2C(=O)C3C4C=CC(C4)C3C2=O)ccc1NCc1cccnc1 (stereo unspecified)
  0.2, -15, -2, -34, 1.1, -14, -1.4, 14, -0.1
> CCOC(=O)C1CCN(C(=O)N2CCOCC2)CC1
  1.4, -1, -1, 12, -4.1, 2, -4.1, 6, 0.3
> COc1ccc2oc(=Nc3cc(F)ccc3F)c(C(N)=O)cc2c1
  -0.9, -2, -6, 11, -2.4, 7, 0.2, 4, 0.4
> Cc1nn(-c2ccccc2)c(C)c1C(=O)Nc1ccc(N2CCOCC2)cc1
  0.5, -24, -6, 32, -3.3, -5, -1.6, 4, 0.4
> COc1ccccc1-c1nc(N)n[nH]1
  0.3, 1, -3, 26, -0.1, -1, 1.7, 0, 0.4
> CCCc1nc2oc3ccccc3c(=O)c2c(=O)n1-c1ccc(C)cc1
  3.5, -33, -7, 24, -2.8, -12, -1.6, 12, 0.4
> O=C(c1ccc(N2CCCC2=O)cc1)N1CCN(c2ccccc2F)CC1
  2.0, -32, -2, 28, -4.4, -9, -2.3, 6, 0.7

# Five entries picked at random from the list so far, as already listed:
# Results follow in this order: V1R ag counter, DNA FID counter, GalR3 antagonist, PHOSPHO1 block, IMP-1 inh, GPR7 antagonist, VIM-2 inh, HCV NS3 hel inh, OXTR agonist
> O=C(c1ccc(N2CCCC2=O)cc1)N1CCN(c2ccccc2F)CC1
  2.0, -32, -2, 28, -4.4, -9, -2.3, 6, 0.7
> O=C(O)c1cc(N2C(=O)C3C4C=CC(C4)C3C2=O)ccc1NCc1cccnc1 (stereo unspecified)
  0.2, -15, -2, -34, 1.1, -14, -1.4, 14, -0.1
> COc1cccc(/C=N/NC(=O)CSc2cccc3cccnc23)c1
  3.1, -22, -5, 17, -2.5, 14, 0.5, -9, 0.4
> CC(C)CCn1c(=O)c2ccccc2n2c(CCC(=O)NC3CCN(Cc4ccccc4)CC3)nnc12
  -1.6, 18, 0, 24, -3.5, -13, 3.9, -11, -2.5
> Cc1nn(-c2ccccc2)c(C)c1C(=O)Nc1ccc(N2CCOCC2)cc1
  0.5, -24, -6, 32, -3.3, -5, -1.6, 4, 0.4

# Screening data from PubChem.
